# LDHA block: blocks human lactate dehydrogenase A; hit rate 0.15% among 480,000; P00338; AID 1347041; purified LDHA, NADH/diaphorase-resazurin fluorescence; active compounds read low; activity change, % (values are at about 110 or 230 µM); in the data active means activity change below about -30%; inconclusive means mostly about -25% to -30%;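 further: plate controls were DMSO wells for no effect and wells without enzyme for full effect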
#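 Human LDH5 (2 nM) was incubated with 0.06 mM NADH and 0.2 mM pyruvate for 5 min at room temperature in Tris pH 7.4. Remaining NADH was coupled through diaphorase/resazurin, and resorufin fluorescence was read at 0 and 20 min.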
# Vif-A3G inh: inhibitors of Vif-APOBEC3G interaction | HeLa A3G-eYFP + Vif (tagged APOBEC3G with the HIV-1 protein that degrades it), YFP fluorescence, overnight | Q9HC16 | Potency, µM (series often up to 46.1 µM), for the others: at the highest dose activity, negative = active, usual class: inhibitors | hit rate 0.076% among 410,000;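 further: potency means the concentration at half of the fitted maximal effect; on the % scale 0 is the no-effect control and ±100 the full control effect; nearly all actives have a fitted effect of over 60% in size; hits raise eYFP signal because A3G escapes Vif-driven loss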
# Target sequence (Q9HC16 whole entry, looked up): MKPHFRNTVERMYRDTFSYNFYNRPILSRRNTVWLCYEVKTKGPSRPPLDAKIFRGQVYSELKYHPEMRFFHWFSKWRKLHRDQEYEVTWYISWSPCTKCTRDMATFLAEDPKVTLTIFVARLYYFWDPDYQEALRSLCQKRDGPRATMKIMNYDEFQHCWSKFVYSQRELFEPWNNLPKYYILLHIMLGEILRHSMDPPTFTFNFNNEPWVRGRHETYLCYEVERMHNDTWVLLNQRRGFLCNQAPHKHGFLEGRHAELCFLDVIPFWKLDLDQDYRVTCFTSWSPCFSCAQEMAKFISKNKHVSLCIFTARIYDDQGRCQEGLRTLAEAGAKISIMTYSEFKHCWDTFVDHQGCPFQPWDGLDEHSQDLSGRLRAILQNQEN
#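 Read-out is eYFP fluorescence (Ex 488/Em 500-530) from Vif-expressing HeLa A3G-eYFP cells; more signal means A3G escaped Vif-mediated degradation. Cells plated overnight, compound pinned in, incubated overnight at 37 deg C.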
# USP1-UAF1 inh: blocks the human USP1/UAF1 deubiquitinase complex | Potency, µM (top dose mostly 57.1 µM), without a hit: at the highest dose activity change, negative = inhibition, actives largely listed as inhibitors | recombinant USP1/UAF1, Ub-Rhodamine cleavage fluorescence | AID 743255 | hit rate 0.23% among 390,000 | O94782; further: potency means the concentration at half of the fitted maximal effect; on the % scale 0 is the no-effect control and ±100 the full control effect; nearly all actives have a fitted effect of over 60% in size; inactives centre near -12
#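 USP1/UAF1 complex at 1 nM was preincubated with compound for 15 min at room temperature, then Ub-Rho substrate (150nM final) was added. Fluorescence (480/540 nm) was read kinetically, 6 reads every 60 seconds.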
# TrxR1 inh: blocks rat thioredoxin reductase 1 | O89049 | recombinant rTrxR1, NADPH fluorescence consumption, selenite substrate | Potency, µM (doses to about 114 µM), without a hit: at the highest dose activity change, negative = inhibition, actives largely listed as inhibitors | hit rate 1% among 390,000 | AID 588453; further: potency means the concentration at half of the fitted maximal effect; on the % scale 0 is the no-effect control and ±100 the full control effect; nearly all actives have a fitted effect of over 65% in size
# Target sequence (O89049 whole entry, looked up): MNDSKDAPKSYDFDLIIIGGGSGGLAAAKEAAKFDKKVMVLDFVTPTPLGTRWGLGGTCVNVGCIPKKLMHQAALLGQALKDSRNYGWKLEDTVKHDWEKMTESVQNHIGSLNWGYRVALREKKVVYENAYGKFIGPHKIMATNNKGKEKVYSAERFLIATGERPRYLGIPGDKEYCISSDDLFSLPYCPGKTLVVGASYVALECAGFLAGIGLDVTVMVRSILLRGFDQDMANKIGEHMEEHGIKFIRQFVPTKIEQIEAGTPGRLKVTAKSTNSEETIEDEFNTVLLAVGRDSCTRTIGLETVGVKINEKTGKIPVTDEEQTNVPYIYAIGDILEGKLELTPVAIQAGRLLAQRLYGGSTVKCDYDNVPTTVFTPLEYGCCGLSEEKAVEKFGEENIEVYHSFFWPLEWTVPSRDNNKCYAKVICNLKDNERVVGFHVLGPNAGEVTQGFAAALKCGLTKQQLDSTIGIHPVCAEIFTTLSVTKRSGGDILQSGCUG
#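 Rat TrxR1 (90 nM in the dispensed reagent) was pre-reduced with 400 uM NADPH for 5 min at room temperature, then incubated with compound for 15 min. After 400 uM selenite was added, NADPH fluorescence (Ex 340/Em 450 nm) was followed for 8 min.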
# Glioma ERSR ind: inducers of ER stress response in human glioma cells | U87-MG GRP78 promoter luciferase reporter, 16 h | Potency, µM, inactives show at the highest dose activation, usual class: activators | hit rate 0.02% among 420,000; further: potency means the concentration at half of the fitted maximal effect; series mostly up to about 76 µM; % of control where 0% means no effect; nearly all actives have a fitted effect of over 35% in size
#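 Stably transfected U87-MG human glioma cells carrying a GRP78-based luminescent sensor were seeded at 1000 cells/well, pin-dosed with compounds and incubated 16 h. Luciferase reagent was then added, and end-point luminescence was read after 10 min at room temperature.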
# TrxR1 substrate: is turned over as a substrate by rat TrxR1 | O89049 | purified TrxR1 substrate turnover, NADPH consumption readout | Potency, µM (doses to about 114 µM), inactives show at the highest dose activity change, negative = substrate turnover | hit rate 0.01% among 390,000 | AID 588456; further: potency means the concentration at half of the fitted maximal effect; on the % scale 0 is the no-effect control and ±100 the full control effect; nearly all actives have a fitted effect of over 50% in size
#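 Rat TrxR1, dispensed at 90 nM, was prereduced with 400 uM NADPH (final) for 5 min at ~22 deg C, then incubated with compound 15 min before 400 uM selenite. A first-read NADPH fluorescence drop versus no-compound background flagged substrates.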
# RGS4 inhibitor: blocks human RGS4-accelerated GTP hydrolysis. P49798. Transcreener GDP fluorescence polarization, RGS4-accelerated GTP hydrolysis. Potency, µM (doses to about 114 µM), without a hit: at the highest dose activity change, negative = inhibition, actives largely listed as inhibitors. hit rate 0.039% among 390,000; further: potency means the concentration at half of the fitted maximal effect; on the % scale 0 is the no-effect control and ±100 the full control effect; nearly all actives have a fitted effect of over 75% in size; some results filed as inactive show a strong effect at the top dose
#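 MLSMR compounds (23 nl, pin-transferred) preincubated 10 min at room temperature with a 500nM (2x) first reagent, then RGS4 at 900nM (2x) plus Transcreener GDP mix added; fluorescence polarization (620/688 nm) read before and after 90 min at 30 °C.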
# Vif-APOBEC3F blk: blocks the Vif interaction with APOBEC3F | hit rate 0.2% among 390,000 | Potency, µM (titrated, usually from 46.1 µM), for inactives: top-dose activity, negative = active | HeLa A3F-eYFP + Vif (tagged APOBEC3F with the HIV-1 protein that degrades it), YFP fluorescence increase; further: potency means the concentration at half of the fitted maximal effect; % of control where 0% means no effect; nearly all actives have a fitted effect of over 65% in size
#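 Fluorescence increase (Ex 488/Em 500-530) after overnight compound treatment at 37 deg C flags inhibition of Vif-driven A3F-eYFP loss in stable HeLa A3F-eYFP/Vif cells seeded overnight beforehand.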
# IDH1 R132H inh: human IDH1 R132H inhibition; O75874; hit rate 0.093% among 390,000; AID 602179; Potency, µM (titrated, usually from 76.6 µM), inactives show top-dose activity change, negative = inhibition, usual class: inhibitors; IDH1-R132H enzyme, NADPH consumption, diaphorase/resazurin fluorescence; further: potency means the concentration at half of the fitted maximal effect; on the % scale 0 is the no-effect control and ±100 the full control effect; nearly all actives have a fitted effect of over 65% in size
#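 IDH1-R132H (0.5 ug/mL dispensed) in pH 7.5 Tris buffer was preincubated 30 min with compound, then given a substrate mix of 0.016 mM NADPH and 2 mM alpha-KG for 80 min at room temperature; remaining NADPH was read by diaphorase/resazurin fluorescence.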
# Numbers without * were called inactive; ? = inconclusive; · = not tested or not shown; & = joins results of further samples; [ ] = remark or other dose. Unless noted, the call rests on the fitted dose curve; in most records, active means well fitted curve in the direction sought with a large enough effect; inconclusive means small, poorly fitted or top-dose-only effect, or another doubt; inactive means no such curve, though single readings can be large; an effect the other way counts as inactive or inconclusive. The list is partial. The share of hits here may be higher or lower than overall.
SMILES,LDHA block,Vif-A3G inh,USP1-UAF1 inh,TrxR1 inh,Glioma ERSR ind,TrxR1 substrate,RGS4 inhibitor,Vif-APOBEC3F blk,IDH1 R132H inh
COC(=O)C1=C(C)N(C)C(=O)NC1c1ccc(O)c(Cl)c1 (stereo not given),1,1%,-20%,12%,-1%,-1%,9%,-7%,-4%
CC(=O)c1cccc(Nc2nn(-c3ccc(OC(F)(F)F)cc3)nc2C(C)=O)c1,1,3%,-18%,6%,-1%,-3%,14%,-1%,-9%
CCOc1ccc(CNC(=O)c2ccc(Sc3ccc(Cl)cc3)c(NC(C)=O)c2)cc1,-9&3,2%&1%,?,10%&15%[57.1 µM],-1%&-3%,-6%[57.1 µM],18%&-1%,2%&2%,-7%&-1%
CC(C)(C)C1CCc2c(sc(NC(=O)c3ccncc3)c2C(=O)Nc2ccccc2Cl)C1 (stereo not given),1,-4%,0%,?,-2%,-17%,-18%,-3%,-3%
COCCNC(=O)Cn1cc(S(=O)(=O)Cc2ccccc2Cl)c2ccccc21,-2,4%,-12%,4%,-1%,-3%,-2%,-10%,9%
COc1ccc(NC(=O)O/N=C/c2ccccc2)cc1,-3,0%,1%,-17%,5%,-10%,-42%,5%,1%
O=C(CNC(=O)c1ccc(Br)o1)Nc1cccc(S(=O)(=O)N2CCOCC2)c1,-3,-5%,-18%,-32%,-7%,-3%,29%,-9%,3%
Cc1ccc(CSCC(=O)N(C)CC(=O)Nc2ccc(Cl)c(Cl)c2)cc1,0,1%,-21%,6%,0%,2%,1%,6%,5%
NS(=O)(=O)c1cc(C(=O)OCC(=O)NC2CC2)ccc1Cl,-8,1%,9%,13%[57.1 µM],0%,-10%,27%,-4%,0%
O=C(O)C1CCN(C(=O)c2scc3c2OCCO3)CC1,-3,1%,-15%,17%,-3%,0%,1%,4%,4%
Cc1ccccc1CN1CCN(C(=O)c2cccc3ccccc23)CC1,-10,3%,-16%,8%,-3%,0%,0%,0%,2%
O=C(N/N=C/c1ccc(-c2cccc([N+](=O)[O-])c2)o1)c1cccs1,-6,-1%,-17%,19%[57.1 µM],-1%,6%[57.1 µM],-5%,-5%,0%
COC(=O)c1ccc(COC(=O)C23CC4CC(CC(O)(C4)C2)C3)o1,6,1%,-19%,5%,10%,8%,17%,-6%,0%
Cc1ccc2[nH]c(O)c(N=NC(=O)c3ccc(NS(=O)(=O)c4cccs4)cc3)c2c1,-3,-14%,-21%,0%,-2%,1%,-34%,-2%,6%
CCCCN(CC)CCNC(=O)c1ccc2c(Cl)c3c(nc2c1)CCC3,-6,4%,-12%,-8%[57.1 µM],-6%,5%[57.1 µM],26%,7%,-2%
Cc1ccc(NC(=O)CN2CCSc3ccc(S(=O)(=O)N4CCCC4)cc32)cc1C,-2,-2%,-28%,8%[57.1 µM],-4%,-6%[57.1 µM],-30%,2%,0%
Cc1ccc(NS(=O)(=O)c2cc(C(=O)O)ccc2Cl)c(C)c1,1,-2%,-26%,-4%,-6%,2%,31%,·,2%
CCCCN(C)CCCNC(=O)Cn1cc2c(n1)-c1c(oc(C(=O)N3CCCC3)c1C)CC2,11,2%,-28%,·,-1%,·,·,2%,-7%
Cn1cnnc1SCC(=O)Nc1cc(C(=O)O)cc(C(=O)O)c1,-3,2%,5%,25%[57.1 µM],-2%,2%[57.1 µM],22%,0%,0%
O=C(CC1SC(=Nc2ccccc2)N(CCc2c[nH]c3ccccc23)C1=O)Nc1ccccc1F (stereo not given),-9,-12%,?,27%[57.1 µM],-3%,11%[57.1 µM],-35%,-19%,3%
Cc1n[nH]c(=O)c2c(NC(=O)CSc3ccc(F)cc3)oc(C)c12,3,1%,-3%,-21%,1%,-11%,-12%,-2%,4%
Cc1cc(C)cc(NC(=O)C(=O)NCC(c2ccc3c(c2)OCO3)N2CCN(C)CC2)c1 (stereo not given),0,5%,?,15%[57.1 µM],0%,-1%[57.1 µM],-3%,-23%,21%
CCOc1ccc2c(c1)-c1c(ssc1=S)C(C)(C)N2C(=O)c1ccco1,0,?,-21%,-21%,-3%,-12%,-41%,2%,2%
CCC1(c2ccc(F)cc2)NC(=O)N(CC(=O)Nc2ccc3c(c2)OCCO3)C1=O (stereo not given),-2,5%,-10%,6%,0%,1%,-5%,3%,-17%
CCN(CC)C(=O)c1[nH]cnc1C(=O)N[C@@H](CC(C)C)C(=O)OC(C)(C)C,-2,1%,-3%,25%[57.1 µM],-1%,12%[57.1 µM],8%,-1%,-12%
Cc1nnc(Nc2ccc(S(N)(=O)=O)cc2)c2ccccc12,-5,1%,-28%,0%,-5%,-5%,-13%,?,-2%
O=S(=O)(CCc1nc2ccccc2o1)c1ccc2ccccc2c1,-4,-1%,-12%,0%,-1%,-2%,-10%,4%,9%
CC(C)(C)c1ccc(/C=C/C(=O)O)s1,1,2%,-15%,4%,-1%,-3%,-18%,-5%,15%
O=C(CCCNS(=O)(=O)c1ccc(Cl)c(Cl)c1)NCCc1ccccn1,-3,0%,-11%,10%[57.1 µM],-3%,7%,?,-11%,-2%
CCCCOC(=O)c1ccc(NC(=O)CSc2nc3c(c(=O)[nH]2)CCCC3)cc1,-4,·,-1%,19%,·,6%,-8%,·,·
CCOC(=O)c1c(C2CC2)csc1NC(=O)CSCc1c(C)noc1C,0,1%,-20%,43%,-5%,26%,-45%,-6%,10%
COc1nc(-c2ccc(C)cc2)ccc1-c1noc(-c2ccco2)n1,2,-2%,-14%,-12%,8%,40%[activator],-28%,0%,5%
Cc1ccccc1-c1nc(C#N)c(NCc2ccco2)o1,12&-3,-7%,-9%,25%,1%,9%,11%,17%,-6%
CC1CCN(C(=O)Cn2c(=O)n(-c3ccc(F)cc3)c(=O)c3sccc32)CC1,1,-3%,-19%,17%,-3%,3%,4%,-16%,1%
CC(C)C[C@@H](CN1CCCC1CN1C(=S)NC[C@@H]1Cc1ccc(O)cc1)N1C[C@H](Cc2ccc(O)cc2)N(CC2CCCCC2)C1=S (stereo not given in full),-5,-19%,-6%,-3%,-11%,-9%,-12%,7%,-9%
COc1ccc(O)c(C(=O)c2cnc3c(c2)c(=O)[nH]c(=O)n3C)c1,6,-30%,-14%,-8%,-2%,-2%,-46%,?,5%
COc1ccc(-c2cc3c(=O)n(CC(=O)Nc4cccc(Cl)c4)ncn3n2)cc1,-7,0%,-18%,21%,8%,12%,-26%,5%,-3%
Cc1cccc(Cn2c(CN3CCC(C(=O)NCc4ccccc4Cl)CC3)cc3ccccc32)c1,-10,4%,-8%,5%[57.1 µM],-3%,-3%[57.1 µM],-32%,3%,0%
FC(F)(F)C(F)(F)c1nnc2ccc(-n3ccnc3)nn12,3,-6%,-16%,18%[57.1 µM],-4%,-4%,-14%,4%,6%
COC(=O)c1nn(-c2ccc3c(c2)OCO3)cc1O,6,0%,-4%,21%,-4%,80%[activator],-39%,1%,8%
Cc1cc2c(cc1S(=O)(=O)N1CCC(C(N)=O)CC1)OCC(=O)N2,-11,-3%,?,26%[57.1 µM],-3%,2%[57.1 µM],21%,6%,-16%
CCN1CCN(C(=O)CS(=O)Cc2nc(-c3ccc(OC)cc3)oc2C)CC1 (stereo not given),-1,0%,-23%,-50%,-2%,9%[57.1 µM],-24%,-6%,11%
CC1CCC2(CC1)NC(=O)N(CC(=O)N1CC(C)CC(C)C1)C2=O (stereo not given),1,-1%,-6%,-8%,-2%,-12%,-23%,-26%,1%
O=C(Nc1ccc(Cl)cn1)C1CCN(S(=O)(=O)c2cccs2)CC1,0,0%,-6%,24%[57.1 µM],-6%,-7%[57.1 µM],-21%[56.9 µM],-11%,6%
COc1ccc(OCCCC(=O)Nc2cccc([N+](=O)[O-])c2C)cc1,-4,0%,-21%,-5%,-6%,-10%,-10%,0%,4%
Cc1cc(C)cc(NC(=S)N2CCC(NC(=O)c3ccccc3C)CC2)c1,-11,-20%,-8%,-3%,-2%,2%,-5%,16%,7%
O=C(Oc1ccc(=O)[nH]n1)c1ccccc1,-2,-1%,?,·,-5%,·,·,-5%,12%
O=C(O)c1cccc(Nc2nc(Nc3ccccc3)nc(N3CCCC3)n2)c1,-1,-7%,-8%,13%[57.1 µM],0%,-18%[57.1 µM],-14%,-1%,6%
O=C(c1ccc(Cl)c(S(=O)(=O)N2CCCC2)c1)N1CCN(Cc2ccccc2)CC1,0,8%,-19%,10%,-5%,7%,-4%,4%,11%
Cc1cc(C)cc(OCc2nnc(SCC(=O)OC(C)C)o2)c1,7,1%,-10%,17%,-4%,-4%,-21%,-4%,8%
CC(C)NC(=O)c1onc(CSc2cccc(F)c2)c1C(=O)O,-13,-13%,-23%,12%,-1%,4%,6%,-5%,17%
